# Compound activity: PubChem, National Center for Advancing Translational Sciences (NCATS)
# G9a block: qHTS Assay for Inhibitors of Histone Lysine Methyltransferase G9a; 350,000 compounds, 8.8% hits; Histone-lysine N-methyltransferase EHMT2 (Homo sapiens), Q96KQ7; G9a H3K9 monomethylation, AlphaScreen, 2 h; Potency, µM (highest dose often 102 µM), inactives show top-dose activity, negative = inhibition, usual class: inhibitors; also: % is scaled to controls: 0 for no effect and ±100 for the full control effect; nearly all actives have a fitted effect of over 75% in size
#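 Quantitative HTS format: methyltransferase activity on a biotin-tagged H3K9 peptide is measured by AlphaScreen, using a rabbit anti-monomethyl-H3K9 antibody with streptavidin donor and anti-IgG acceptor beads. Final levels are 20 nM enzyme, 500 nM peptide, 20 uM SAM; 2 h RT.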
# Pol iota inh: qHTS for Inhibitors of Polymerase Iota | 390,000 compounds, 1% hits | Pol iota fluorescent replication assay, 10 min | Potency, µM (doses to about 115 µM), for the others: at the highest dose activity, negative = inhibition, actives largely listed as inhibitors | AID 588590, 2011 | DNA polymerase iota (Homo sapiens), Q9UNA4
# Target sequence (Q9UNA4 whole entry, looked up): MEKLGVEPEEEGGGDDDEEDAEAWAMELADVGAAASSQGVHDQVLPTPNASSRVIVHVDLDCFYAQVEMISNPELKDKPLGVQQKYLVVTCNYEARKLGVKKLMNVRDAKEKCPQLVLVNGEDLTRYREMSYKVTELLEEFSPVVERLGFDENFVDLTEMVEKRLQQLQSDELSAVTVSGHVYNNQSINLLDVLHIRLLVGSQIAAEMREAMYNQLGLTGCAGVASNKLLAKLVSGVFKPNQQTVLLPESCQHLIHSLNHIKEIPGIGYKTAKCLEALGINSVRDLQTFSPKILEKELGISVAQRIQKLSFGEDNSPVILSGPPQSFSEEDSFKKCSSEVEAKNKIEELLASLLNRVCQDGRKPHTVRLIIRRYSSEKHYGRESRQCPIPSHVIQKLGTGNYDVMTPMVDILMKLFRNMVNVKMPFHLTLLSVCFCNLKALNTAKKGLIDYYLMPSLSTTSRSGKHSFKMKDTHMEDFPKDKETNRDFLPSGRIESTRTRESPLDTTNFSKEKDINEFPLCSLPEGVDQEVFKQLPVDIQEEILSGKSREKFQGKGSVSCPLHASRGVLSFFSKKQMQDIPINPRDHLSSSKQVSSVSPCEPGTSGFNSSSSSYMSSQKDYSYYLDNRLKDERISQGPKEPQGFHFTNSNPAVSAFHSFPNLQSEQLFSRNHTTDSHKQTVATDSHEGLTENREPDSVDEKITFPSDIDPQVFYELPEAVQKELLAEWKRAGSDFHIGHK
#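 Fluorescent replication assay read twice, at 0 min and 10 min after adding 50 nM (final) substrate. Enzyme (10 nM) and compounds were first incubated 15 min at room temperature; enzyme-free buffer wells were negative controls.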
# Pol beta inh: qHTS Assay for Inhibitors of DNA Polymerase Beta. 340,000 compounds, 1.3% hits. Potency, µM (doses to about 114 µM), for the others: at the top dose activity change, negative = inhibition, most hits filed as inhibitors. Pol beta primer extension/strand displacement, fluorescence kinetic. P06746; also: % is scaled to controls: 0 for no effect and ±100 for the full control effect
#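 Human Pol beta at 10 nM; strand-displacement substrate 50 nM final. Compound exposure 15 min at room temperature before start, reaction 10 min at room temperature.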
# BLM helicase inh: qHTS Assay for Inhibitors of Bloom's syndrome helicase (BLM). AID 2528, 2010. recombinant BLM DNA unwinding, fluorescence dequenching. RecQ-like DNA helicase BLM (Homo sapiens), P54132. Potency, µM (highest dose often 56.1 µM), without a hit: top-dose activity change, negative = inhibition, usual class: inhibitors. 350,000 compounds, 0.2% hits;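 also: plate controls were vehicle for no effect and no enzyme for full effect; nearly all actives have a fitted effect of over 35% in size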
# APEX1 inh: qHTS Assay for Inhibitors of the Human Apurinic/apyrimidinic Endonuclease 1 (APE1); 350,000 compounds, 0.35% hits; AID 2517, 2012; recombinant APE1, TAMRA/BHQ-2 abasic DNA cleavage fluorescence; Potency, µM (series often up to 65.8 µM), without a hit: top-dose activity change, negative = inhibition, hits mostly inhibitors; DNA repair nuclease/redox regulator APEX1 (Homo sapiens), P27695;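 also: plate controls were vehicle for no effect and reference inhibitor for full effect; nearly all actives have a fitted effect of over 55% in size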
#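 APE1 at 0.75 nM final was preincubated with compound 15 min at room temperature, then 50 nM double-stranded THF abasic-site substrate (5'-TAMRA/3'-BHQ-2) was added. Fluorescence (ex 525/em 598 nm) was read kinetically; third-minus-first read gave activity.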
# Apoferritin bind: qHTS Assay for Identification of Novel General Anesthetics. Ferritin light chain (Equus caballus), P02791. apoferritin/1-aminoanthracene competitive binding, fluorescence. Potency, µM (doses to about 77.5 µM), without a hit: at the top dose activity change, negative = displacement, most hits filed as inhibitors. 350,000 compounds, 0.074% hits; also: % is scaled to controls: 0 for no effect and ±100 for the full control effect; nearly all actives have a fitted effect of over 20% in size
# Target sequence (P02791 2-175 limits assumed): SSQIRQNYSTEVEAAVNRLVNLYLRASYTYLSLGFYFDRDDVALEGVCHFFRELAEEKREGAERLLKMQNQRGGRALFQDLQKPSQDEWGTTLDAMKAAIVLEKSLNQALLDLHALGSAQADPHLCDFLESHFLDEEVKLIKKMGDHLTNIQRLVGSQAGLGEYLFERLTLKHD
#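 Horse-spleen apoferritin (10 uM) was mixed with 50% saturated 1-aminoanthracene in PBS, exposed to compounds for 10 min at room temperature, and read for fluorescence (ex 380 nm, em 535 nm). Competitive displacement was fitted with a four-parameter Hill equation.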
# BAZ2B block: qHTS Assay for Inhibitors of BAZ2B. Bromodomain adjacent to zinc finger domain protein 2B (Homo sapiens), Q9UIF8. AlphaScreen BAZ2B-H3K14Ac peptide displacement. Potency, µM (top dose mostly 114 µM), inactives show top-dose activity change, negative = inhibition, actives largely listed as inhibitors. 360,000 compounds, 4.4% hits; also: % is scaled to controls: 0 for no effect and ±100 for the full control effect; nearly all actives have a fitted effect of over 60% in size
#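 Multi-concentration screen (max 110 uM) measuring displacement of acetylated histone H3 peptide from BAZ2B by AlphaScreen, using 50 nM protein, 50 nM peptide and 10 ug/mL streptavidin donor plus Ni-chelate acceptor beads.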
# POLH inh: qHTS for Inhibitors of Polymerase Eta; Potency, µM (doses to about 114 µM), inactives show top-dose activity change, negative = inhibition, hits mostly inhibitors; DNA polymerase eta (Homo sapiens), Q9Y253; 390,000 compounds, 1.2% hits; recombinant Pol eta, fluorescent DNA replication assay; also: % is scaled to controls: 0 for no effect and ±100 for the full control effect
#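 Fluorescent replication assay: 50 nM final substrate added after a 15 min room-temperature compound preincubation with 10 nM enzyme. Signal taken at 0 min and again at 10 min.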
# POLK inh: qHTS for Inhibitors of Polymerase Kappa; Potency, µM (top dose mostly 107 µM), for the others: top-dose activity, negative = inhibition, actives largely listed as inhibitors; purified Pol kappa, fluorescent DNA synthesis assay, 10 min; DNA polymerase kappa (Homo sapiens), Q9UBT6; 400,000 compounds, 0.53% hits; also: % is scaled to controls: 0 for no effect and ±100 for the full control effect
#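 First, compounds were pin-transferred onto 10 nM Pol kappa. After 15 min at room temperature, substrate was added to 50 nM final. Fluorescence was then measured kinetically at 0 and 10 min.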
# * marks the source's active call; other numbers are inactive results; ? = inconclusive; / = not tested or not shown; & = joins results of further samples; [ ] = remark or other dose. Calls follow the shape of the dose curve; as a rule, active = well fitted curve in the direction sought with a large enough effect; inconclusive = small, poorly fitted or top-dose-only effect, or another doubt; inactive = no such curve, though single readings can be large; an effect the other way counts as inactive or inconclusive. Potency is read from the fitted curve at half-maximal effect.
G9a block	Pol iota inh	Pol beta inh	BLM helicase inh	APEX1 inh	Apoferritin bind	BAZ2B block	POLH inh	POLK inh	Molecule
?	29%	0%	-2%	55%[activator]	2%	-2%	8%	-10%	CCN1CCN(C(=O)c2cc3ccc(OC)cc3[nH]2)CC1
35µM*	?	14%	-3%	4%	-10%	79µM*	?	-36%	O=C(COc1ccccc1)NC1C(=O)N2C(C(=O)O)=C(Cl)CSC12 (centres undefined)
-11%[59 µM]	-14%	8%	2%	-3%	-12%	9%	-12%	5%	O=S1(=O)C=C(N2CCCCC2)c2ccccc21
?	18%	-4%	3%	-2%	-4%	-6%	-18%	4%	Cc1ccc(C)c2[nH]c(=O)c(CCNC(=O)C(C)(C)C)cc12
-49%[59 µM]	-13%	-17%	-5%	4%	1%	-18%	2%	-7%	COc1ccc(NC(=S)Nc2cccc(C)n2)cc1
/	/	/	-3%	-7%	?	/	/	15%[60.1 µM]	COC(=O)[C@H](CCSC)NC(=O)c1ccc(NC[C@@H](N)CS)cc1-c1ccccc1
?	39%[activator]	-20%	-4%	-2%	-1%	-1%	-14%	-2%	COc1ccc2[nH]c(=O)c(CN(Cc3cccs3)S(=O)(=O)c3cccc4nsnc34)cc2c1
11%[59 µM]	4%	-1%	-2%	-1%	-9%	/	-9%	1%	CCn1c(SCC(=O)NCc2cccs2)nnc1-c1ccncc1
82%[activator][59 µM]	-4%	18%	0%	2%	-1%	0%[57.1 µM]	-24%	-6%	CC(C)Cn1c(-c2ccccc2)nc2ccccc2c1=O
41%[12.7 µM]	12%	6%	2%	1%	-4%	?	8%	-4%	O=C(O)CCC(=O)CCC(=O)c1ccccc1
-25%[0.0925 µM]	30%	46%	-10%	-4%	?	4%	-26%	-11%	CCN1C=CC(=C2C(=O)c3ccccc3C2=O)C=C1
/	77%[activator]	-6%	6%	5%	-10%	33%[activator]	-5%	-6%	O=C(COc1cccc([N+](=O)[O-])c1)NN1C(=O)c2ccccc2C1=O
0%	-26%	-1%[57.1 µM]	1%	-1%	-5%	9%	-2%	-1%	COc1ccc(Nc2ccc(Nc3ccc(OC)cc3)nn2)cc1
11µM*	37%[activator]	/	/	5%	/	9%	-20%	0%	COc1ccc(C)cc1S(=O)(=O)NCC(c1ccc2c(c1)OCO2)N1CCN(C)CC1 (centres undefined)
45µM*	16%	8%	-4%	1%	?	0%	-22%	-5%	C=CCn1c(CCNC(=O)c2cccs2)nnc1SCC(=O)c1ccc(Br)cc1
1%[59 µM]	36%[activator]	2%	-1%	/	-1%	2%	-20%	0%	CCOc1ccccc1NC(=O)c1c(NC(=O)c2cccc(C)c2)sc2c1CCCC2
61%[activator][59 µM]	3%	-1%	1%	/	?	28%	-14%	8%	CCOC(=O)c1cnc2c(C)c(Cl)ccc2c1Nc1ccc(C)cc1C
42%[59 µM]	2%	1%	-1%	1%	0%	-20%	-5%	-14%	Cc1cc(C(=O)N/N=C/c2ccccc2)c(C)o1
/	42%[activator]	/	/	0%	/	/	-13%	1%	COc1ccc(NC(=O)COC(=O)CCc2ccc(S(=O)(=O)N3CCOCC3)cc2)cc1OC
-8%[59 µM]	4%	19%	1%	2%	-13%	-26%	3%	-7%	c1ccc(-c2nc(-c3ccncc3)no2)cc1
25%[59 µM]	/	/	-4%	1%&-10%	-19%	/	/	10%&-11%[19.4 µM]	CS(=O)(=O)Nc1ccc([N+](=O)[O-])cc1OC1CCCCC1
3%	21%	/	/	22%	/	8%	-19%	-8%	COCCn1ccc2c(OCC(=O)NCCc3ccc(OC)c(OC)c3)cccc2c1=O
11µM*	-6%	-3%	-14%	/	-23%	-31%	-19%	-1%	CS(=O)(=O)c1ncc(Cl)c(C(=O)N(Cc2ccc(Cl)cc2)Cc2ccco2)n1
19%[2.33 µM]	4%	/	/	-8%	/	5%	-7%	-15%	Cc1ccc(S(=O)(=O)N2[C@@H](c3ccc(F)cc3)C(C(=O)O)=CC[C@H]2c2cccc(Cl)c2)cc1
0%	41%[activator]	0%	-2%	2%	6%	-1%	-24%	-8%	Cn1nccc1NC(=O)Nc1ccc(OC(F)(F)F)cc1
21%[59 µM]	2%	1%	-1%	-1%	6%	-4%	-17%	-2%	Cc1ccc(-c2nnn(CC(=O)N(CC3CCCO3)C(C(=O)NC(C)(C)C)c3ccc(F)cc3)n2)o1 (centres undefined)
4%[12.7 µM]	10%	10%	-3%	1%	-7%	4%	9%	-14%	O=C(NCc1ccc(N2CCCC2=O)cc1)Nc1cccc2ccccc12
8.9µM*	15%	11%	-14%	11%	-2%	?	-8%	-6%	Cc1ccc(S(=O)(=O)N2CCN(S(=O)(=O)c3ccccc3)C2c2ccc(N(C)C)cc2)cc1 (centres undefined)
3%[2.33 µM]	23%	/	/	44%[activator]	/	1%	-11%	15%	NC(=O)C(NC(=O)OCc1ccccc1)c1ccccc1 (centres undefined)
26%[12.7 µM]	/	4%	-2%	0%	-7%	-12%	/	/	Cn1c2ccccc2c2nnc(SCc3nnc(-c4ccccc4)o3)nc21
?	-8%[58.9 µM]	-1%[57.1 µM]	-12%	0%&0%	/	/	-2%[57.1 µM]	7%&-8%[60.1 µM]	CCCCS(=N)(=O)CCC(N)C(=O)O (centres undefined)
-2%	-4%[58.9 µM]	?	-3%	0%	-9%	2%	-17%	-3%	Cc1cccc(C)c1-n1c(=O)n(Cc2ccccc2)c(=O)c2[nH]cnc21
-32%[59 µM]	-4%	21%	-14%	-11%	-7%	-1%	-3%	-25%	CCOc1ccc(N2CC(C(=O)Nc3ccc(S(=O)(=O)Nc4ncccn4)cc3)CC2=O)cc1 (centres undefined)
21%[12.7 µM]	56%[activator]	4%	-2%	-2%	-3%	-2%	-23%	5%	CN(C(=O)CSc1nnc(-c2ccccc2)n1C)C1CCS(=O)(=O)C1 (centres undefined)
11%[59 µM]	10%	18%	-2%	17%	-11%	-3%	-3%	-4%	COc1ccc2c(-c3ccccc3)cc(SCC(N)=O)nc2c1
?	84%[activator]	-14%	3%	-9%	-13%	-19%	-13%	-3%	CCOC(=O)CSc1nnc2c3ccccc3n(C)c2n1
?	35%[activator]	35%	-10%	21%	1%	-10%	-7%	-4%	Cc1ccc(/C=C2/SC(=Nc3ccc(F)cc3)NC2=O)s1
-34%	1%	-1%&1%	-18%&-5%	-2%&-7%	-7%&-2%	-21%&-10%	-9%	-9%	CS(=O)(=O)Nc1cccc(C(=O)CC2(O)C(=O)Nc3ccc(Br)cc32)c1 (centres undefined)
50µM*	-36%	-7%	-16%	?	?	?	-13%	-18%	Nc1cc(N)c(OCC(F)(F)F)cc1OCC(F)(F)F
1%	36%[activator]	10%	-6%	-12%	?	-10%	14%	-7%	C/C(=N\N)c1c(-c2ccccc2)c2cc(Br)ccc2[nH]c1=O
27%	87%[activator]	3%	-5%	53%[activator]	-5%	9%	3%	-2%	O=c1[nH]cnc2c1C(c1ccc(Cl)cc1)c1c(nc[nH]c1=O)O2
-4%	-2%	-9%[57.1 µM]	-4%	0%	-19%	4%	-17%	-2%	Cc1ccc(S(=O)(=O)CCC(=O)OCC(=O)c2c(C)[nH]c3ccccc23)cc1
18%[2.33 µM]	2%	/	/	11%	/	-11%	2%	-5%	C[C@@H](NC(=O)c1nc[nH]c1C(=O)N1CCN(c2ccccc2)CC1)c1ccccc1
16%[59 µM]	26%	13%	-3%	-1%	-7%	-3%	-3%	-1%	CCOC(=O)c1cn2nc(Oc3cccc(F)c3)ccc2n1
?	4%	-12%	-2%	-20%	-19%	?	-21%	0%	O=C1/C(=C\c2cccs2)SC(=S)N1C1CCS(=O)(=O)C1 (centres undefined)
21%[0.501 µM]	5%	1%	-2%	1%	-6%	-38%	-12%	10%	Cn1c(=O)[nH]c(=O)c2c1nc(N1CCOCC1)n2CCSc1nc2ccccc2[nH]1
?	8%	0%	-7%	-9%	7%	6%	-15%	-11%	Cc1ccc(N2CCN(C(=O)c3ccccc3Br)CC2)c(C)c1
2%[0.501 µM]	-2%	-2%	-4%	-20%	-12%	-21%	-20%	7%	Cc1ccccc1CN1CCC(n2nccc2NC(=O)CCOc2ccccc2)CC1
5%[59 µM]	21%	4%	-5%	-4%	5%	-2%	-17%	7%	CCOc1ccccc1C(=O)Nc1nnc(CC)s1
14µM*	/	16%	135%[activator]	14%	-4%	-35%	/	/	NC(=O)[C@@H]1CCCNc2c(I)cc([N+](=O)[O-])cc2C(=O)N[C@@H](CCCN=C(N)N)C(=O)N[C@@H](CCCN=C(N)N)C(=O)N1
-25%	?	-15%	-14%	1%	-14%	-23%	?	-8%	O=C(O)COc1ccccc1/C=N/NC(=O)/C(=C\c1ccc2c(c1)OCO2)NC(=O)c1ccccc1
16µM*	-2%	0%	-1%	2%	-6%	-25%	-17%	-2%	COc1cc(NC(=S)Nc2cccnc2)cc(OC)c1
89%[activator][59 µM]	29%	15%	-1%	-3%	-7%	-4%	-9%	-10%	CCOC(=O)c1oc2nc(CC(C)C)c3c(c2c1N)CCC3

# Complete entries as entered above. Order of screens: G9a block, Pol iota inh, Pol beta inh, BLM helicase inh, APEX1 inh, Apoferritin bind, BAZ2B block, POLH inh, POLK inh
# `CS(=O)(=O)Nc1ccc([N+](=O)[O-])cc1OC1CCCCC1` across the screens: 25%[59 µM], /, /, -4%, 1%&-10%, -19%, /, /, 10%&-11%[19.4 µM]
# `C[C@@H](NC(=O)c1nc[nH]c1C(=O)N1CCN(c2ccccc2)CC1)c1ccccc1` across the screens: 18%[2.33 µM], 2%, /, /, 11%, /, -11%, 2%, -5%

# This is a subset, so the mix of outcomes need not match the whole.
